Screening results (PubChem BioAssay)
PolyA inhibitor: yeast polyadenylation inhibition. S. cerevisiae SKY197-pL101 polyadenylation reporter, beta-gal luminescence; efflux-impaired pdr1/pdr3 knockout yeast; score 100 = 6 SD above DMSO. hit rate 0.02% among 300,000. calls only at 12 µM. AID 1875;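 active = lowest replicate activity score at least 50, where 100 means six control SD above control mean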;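 note: yeast exposed to compound for 9 h at 30 °C; higher score means more reporter readthrough which indicates perturbed polyadenylation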
KLF5 inhibitor: inhibitors of KLF5 expression; DLD-1 KLF5 promoter-luciferase reporter, luminescence; inhibition, % at 5 µM; hit rate 0.23% among 290,000; AID 1700;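 active = inhibition above a per-plate limit of that plate's mean compound inhibition plus 3 SD, cut at about 60% in these data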;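 note: 0% = DMSO wells and 100% = LY294002 at 200 µM; higher means less KLF5 promoter-driven luciferase light; inactives centre near -14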
HSP90 inh: blocks HSP90-mediated luciferase refolding in reticulocyte lysate; AID 1789; inhibition, % at 5.6 µM; hit rate 0.91% among 290,000; Rabbit reticulocyte lysate, luciferase refolding luminescence, 3 h;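 active = inhibition above the screen-wide mean plus 3 SD, computed separately per campaign, cut at about 16% in these data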;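 note: 0% = DMSO wells and 100% = 60 µM geldanamycin wells; inhibitors lower the luminescence because luciferase stays unfolded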
GSK3B inh: human GSK3beta kinase inhibition; GST-GSK3beta kinase, ADP-Glo luminescence, 60 min; hits give low values; activity score (negative = inhibition), % at 10 µM; hit rate 0.038% among 300,000;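 active = more than half of replicate wells score below -50%, meaning over 50% inhibition versus plate controls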;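 note: 0% = median DMSO wells and -100% = median GW8510 positive control wells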
Target sequence (P49841 whole entry, looked up): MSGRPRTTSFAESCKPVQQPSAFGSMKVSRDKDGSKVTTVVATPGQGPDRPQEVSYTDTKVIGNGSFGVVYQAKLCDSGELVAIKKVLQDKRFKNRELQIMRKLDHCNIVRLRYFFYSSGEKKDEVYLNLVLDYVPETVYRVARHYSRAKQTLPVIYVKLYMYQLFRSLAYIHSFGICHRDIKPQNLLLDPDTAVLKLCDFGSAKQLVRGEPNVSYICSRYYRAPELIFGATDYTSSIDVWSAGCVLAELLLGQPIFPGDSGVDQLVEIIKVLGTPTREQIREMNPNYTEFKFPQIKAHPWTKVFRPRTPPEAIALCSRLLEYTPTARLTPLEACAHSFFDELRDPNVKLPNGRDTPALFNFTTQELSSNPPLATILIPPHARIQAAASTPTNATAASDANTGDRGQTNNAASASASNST
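Test system: GST-fused GSK3beta enzyme, cell-free | Quantity: 1.6 ng GST-GSK3beta enzyme per well | Reagent: 25 µM ATP with peptide substrate | Schedule: 60 min enzyme reaction, room temperature | Signal: Luminescent ADP-Glo measurement of ADP formed | Read-out basis: Score relative to plate controls | Control set: DMSO and 20 µM GW8510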
IEC-6 tox: counter-screen for KLF5 inhibitors: cytotoxicity in IEC-6 cells; IEC-6 cytotoxicity, luminescence viability; inhibition, % at 5 µM; hit rate 0.78% among 290,000; AID 1825; in the data active = inhibition above about 22%;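 note: 0% = plate median of test compound wells and 100% = cytotoxic reference compound wells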
HSF1 inhib: HSF1 inhibition | hit rate 0.77% among 300,000 | AID 2098 | activity change, negative = inhibition, % at 7.5 µM (by protocol) | NIH3T3-HGL HSE-luciferase, MG132-induced, luminescence 8 h; hits give low values;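 active = more than half of replicate wells show activity change below -50%, luminescence cut by over half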;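 note: luciferase reports HSF-1 transcriptional activity via heat shock element; 0% = median of DMSO wells and -100% = zero luminescence signal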
HSF1 activator: increases HSF-1 driven luciferase reporter signal; AID 504408; activation, % at 9 µM; hit rate 1.7% among 300,000; NIH3T3-HGL HSF-1 luciferase reporter, MG132, 8 h; 100% = twice DMSO control signal;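 active = mean replicate activation of at least 50% with a set share of replicates each reaching 50%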;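 note: 0% = median of the neutral control wells and 100% = twice that signal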
aSyn UTR inh: MLPCN primary screen, SNCA 5' untranslated region; alpha-synuclein 5'UTR reporter, inhibitor activity; inhibition, % (tested at 7.5 µM); hit rate 0.82% among 300,000; AID 1813; in the data active = inhibition above about 60%;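 note: H4 neuroglioblastoma cells stably carrying SNCA 5'UTR luciferase fusion; 0% = DMSO wells and 100% = positive control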
GSK3 alpha inh: inhibitors of human GSK-3 alpha kinase; ADP-Glo luminescence, 60 min; inhibition, % at 10 µM; hit rate 0.1% among 320,000; AID 2650;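 in the data active = inhibition above about 50%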;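 note: GST-tagged GSK-3 alpha with peptide substrate and 25 µM ATP; 0% = DMSO neutral wells and 100% = GW8510 positive control wells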
Target sequence (P49840 whole entry, looked up): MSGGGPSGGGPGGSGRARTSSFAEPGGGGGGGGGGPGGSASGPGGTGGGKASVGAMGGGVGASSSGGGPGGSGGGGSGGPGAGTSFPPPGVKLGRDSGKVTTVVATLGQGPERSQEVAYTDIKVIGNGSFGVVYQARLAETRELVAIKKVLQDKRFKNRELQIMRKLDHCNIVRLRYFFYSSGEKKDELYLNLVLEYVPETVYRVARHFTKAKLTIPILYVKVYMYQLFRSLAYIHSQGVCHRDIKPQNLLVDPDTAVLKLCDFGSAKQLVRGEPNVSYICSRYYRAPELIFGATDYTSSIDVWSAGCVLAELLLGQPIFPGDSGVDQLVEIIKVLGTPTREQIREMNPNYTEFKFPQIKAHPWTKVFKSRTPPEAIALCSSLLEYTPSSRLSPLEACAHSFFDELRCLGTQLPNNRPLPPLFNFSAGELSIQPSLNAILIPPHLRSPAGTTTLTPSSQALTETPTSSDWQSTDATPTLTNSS
AI-2 QS modul: modulators of Vibrio harveyi AI-2 quorum sensing system | hit rate 0.4% among 300,000 | AID 2094 | activity change, % at 7.5 µM | Vibrio harveyi JMH597 AI-2 luminescence/OD600 ratio, 9 h; hits give low values; strain lacks LuxN and CqsS sensors; 0 = neutral-control median; in the data active = activity change below about -75%, passing the limit was not always enough;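 note: luminescence divided by OD600 gain over 9 h not by final OD600 alone; inactives centre near 13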
An asterisk follows results filed as active; i = inactive; . = not tested or not shown. Only part of the results is shown; rates above refer to the full screens.

compound	PolyA inhibitor	KLF5 inhibitor	HSP90 inh	GSK3B inh	IEC-6 tox	HSF1 inhib	HSF1 activator	aSyn UTR inh	GSK3 alpha inh	AI-2 QS modul
C/C(CC(=O)N1CCN(C=O)CC1)=N\NC(=O)c1cc2ccccc2cc1O	i	-35	2	1	4	10	4	-32	-2	31
O=[N+]([O-])c1ccc(COc2cccnc2)cc1	i	-5	1	4	-1	3	14	-22	2	-19
COc1cc2c(cc1OC)CN(C(=O)C1CCCN1S(=O)(=O)c1ccc(F)cc1)CC2 (centres undefined)	i	-18	-1	1	1	-13	-2	5	4	17
O=C(CN1CCCC1)Nc1c(Cl)cccc1Cl	i	3	1	-5	5	-5	-19	10	-1	-2
O=C(NNS(=O)(=O)c1ccccc1)c1ccc([N+](=O)[O-])cc1	i	-39	-5	-3	-2	1	0	-4	-2	32
CN1C2CCC1CC(NC(=O)CSc1ccc(C(C)(C)C)cc1)C2 (centres undefined)	i	-5	5	-1	13	-5	-2	5	0	7
COc1cccc(NC(=O)[C@H](CC(C)C)NC(=O)[C@@H]2Cc3ccccc3CN2)c1	i	-14	-1	1	2	28	35	0	6	28
Cc1ccc(NC(=O)Nc2ccc3c(c2)N(C)C(=O)CS3)nc1	i	-8	1	1	-3	14	7	-11	-3	25
OC(CNCCc1ccccc1)COc1ccc(OCC(O)CNCCc2ccccc2)cc1 (centres undefined)	i	-25	-2	-2	26*	-2	-2	107*	0	-1
CCOC(=O)CSc1nnc(CNC(=O)c2cccs2)n1-c1cccc(C)c1	.	-25	5	.	-4	.	.	.	6	.
Cc1nc2sccn2c(=O)c1S(=O)(=O)NCC1CCN(Cc2ccccc2Cl)CC1	i	-6	0	2	-10	2	15	-7	-1	5
Cc1cc(C)cc(NC(=O)C2CCN(C(=O)[C@@H]3Cc4ccccc4CN3)CC2)c1	i	7	-2	3	-4	-6	-1	16	-3	14
COCCNC(=O)C(=O)NNS(=O)(=O)c1ccc(Cl)cc1	i	4	-3	1	-1	-3	4	2	-2	-2
O=C(Nc1nnc(-c2ccc(Cl)cc2)o1)c1nc2ccccc2s1	i	8	-1	1	-3	0	5	-7	-1	22
O=C(NCCS(=O)(=O)N1CCN(c2cccc(Cl)c2)CC1)c1ccc2c(c1)OCO2	i	.	.	3	.	0	6	-4	-4	-1
Cc1ccc(C(=O)NCCCCNC(=O)c2ccc(C)o2)o1	i	-8	2	-5	-5	.	.	13	-1	0
NC(=O)N/N=C/c1ccccc1OCC(=O)NCc1ccccc1	i	-9	-2	-1	6	-6	-11	8	-5	-32
COc1ccccc1CN(Cc1nc2ccccc2c(=O)[nH]1)S(=O)(=O)c1ccc(C)cc1	i	-8	1	-5	-3	16	16	17	-3	18
CCCOc1ccc(C(=O)NNC(=O)CCNC(=O)c2ccccc2Cl)cc1OC	i	.	.	-2	.	-5	-11	9	0	2
COc1ccc(C(=O)c2sc3nc(-c4ccccc4)ccc3c2N)cc1OC	i	-33	-6	-2	0	-4	-2	-4	0	23
COc1ccccc1CC(=O)NCCN1CCCCC1	.	-16	3	-2	-5	3	-2	5	2	9
CCCOC(=O)CSc1nnc(-c2cc(OC)c(OC)c(OC)c2)o1	i	-7	-3	-3	2	-5	5	5	-1	4
CCn1c(=O)c(CCC(=O)NCCN2CCOCC2)c(C)c2c(C)nn(-c3ccccc3)c21	i	-6	-2	3	1	-4	-2	16	-2	21
COC(=O)COc1ccc(S(=O)(=O)NC2CCCCCC2)cc1	i	-13	-2	1	5	0	4	5	1	29
COC(=O)CSc1nc(-c2ccccc2)c2c(c1C#N)CCCC2	i	-32	-3	3	-2	-9	-25	17	-3	0
O=C(C[n+]1ccc(C(=O)N/N=C/c2ccc(Cl)cc2Cl)cc1)c1ccccc1	i	-26	4	-4	7	-30	-41	-7	0	9
COc1ccc(CNC(=O)CSc2nc3nc(C)cc(C)n3n2)cc1	i	-19	-1	3	0	-4	-9	-9	1	21
CC(=O)c1ccccc1NC(=O)COC(=O)/C=C/c1cccs1	i	.	.	4	.	6	3	-3	0	4
Cc1cccc(NS(=O)(=O)c2ccc(C(=O)NCC3CCCO3)cc2)c1C (centres undefined)	i	-22	-1	-3	5	-4	-7	6	0	20
N#CCC(=N)N1CCN(c2ccccc2)CC1	i	-17	-1	1	2	2	6	-32	-2	24

Some of the entries above in another layout:
Below each SMILES – PolyA inhibitor	KLF5 inhibitor	HSP90 inh	GSK3B inh	IEC-6 tox	HSF1 inhib	HSF1 activator	aSyn UTR inh	GSK3 alpha inh	AI-2 QS modul
- CCCOc1ccc(C(=O)NNC(=O)CCNC(=O)c2ccccc2Cl)cc1OC
  i	.	.	-2	.	-5	-11	9	0	2
- COc1ccc(C(=O)c2sc3nc(-c4ccccc4)ccc3c2N)cc1OC
  i	-33	-6	-2	0	-4	-2	-4	0	23
- COc1ccccc1CC(=O)NCCN1CCCCC1
  .	-16	3	-2	-5	3	-2	5	2	9
- CCCOC(=O)CSc1nnc(-c2cc(OC)c(OC)c(OC)c2)o1
  i	-7	-3	-3	2	-5	5	5	-1	4
- CCn1c(=O)c(CCC(=O)NCCN2CCOCC2)c(C)c2c(C)nn(-c3ccccc3)c21
  i	-6	-2	3	1	-4	-2	16	-2	21
- COC(=O)COc1ccc(S(=O)(=O)NC2CCCCCC2)cc1
  i	-13	-2	1	5	0	4	5	1	29
- COC(=O)CSc1nc(-c2ccccc2)c2c(c1C#N)CCCC2
  i	-32	-3	3	-2	-9	-25	17	-3	0

Later entries
compound	PolyA inhibitor	KLF5 inhibitor	HSP90 inh	GSK3B inh	IEC-6 tox	HSF1 inhib	HSF1 activator	aSyn UTR inh	GSK3 alpha inh	AI-2 QS modul
CCN(CC)C(=O)c1sc2nc(-c3ccc(OC)cc3)cn2c1C	i	-138	2	2	-2	6	25	-150	-2	22
N#Cc1c(-n2cccc2/C=N/O)sc2c1CCCC2	i	10	-3	-6	-2	-5	-10	15	9	-14
Cc1ccc(NC(=O)c2ccc(=O)[nH]c2)cc1S(=O)(=O)N1CCCCC1	i	9	1	0	-4	-1	15	-13	-1	24
CCOc1ccccc1C(=O)N1CCC(n2nnc3cc(C)ccc32)CC1	i	-2	-3	0	-6	-4	-12	4	-3	23
O=C(c1cc(-c2ccccn2)nc2c(Cl)cccc12)N1CCN(C(=O)C2CCCO2)CC1 (centres undefined)	i	-9	1	-1	-1	-2	-20	27	-1	21
Cc1ccc(-c2ccc(SCC(=O)NC3CCCCC3)nn2)cc1	i	-68	1	0	7	5	23	-33	3	-4
C=CCc1ccc(OCCCOc2ccc(C)c(C)c2)c(OC)c1	i	-15	0	-2	-6	-2	2	-7	-4	20
COCCNC(=O)C(c1ccc(F)cc1)N(C(=O)CCC(=O)Nc1nccs1)c1ccc(C)cc1 (centres undefined)	i	-12	1	-2	2	5	4	10	1	20
CCOc1cc(CNC2CCCC2)c(Cl)cc1OCC(=O)Nc1ccccc1	i	-21	2	1	8	11	9	-53	1	-1
NC(=O)c1ccsc1NC(=O)COC(=O)Cc1ccsc1	i	-1	0	-13	-9	-1	8	-20	28	32
CC(NC(=O)c1ccco1)C(=O)Nc1nc(-c2ccccn2)cs1 (centres undefined)	i	-17	-2	3	1	-5	-9	-28	1	10
CSCCC(NC(=O)c1cc([N+](=O)[O-])cc([N+](=O)[O-])c1)c1nc2ccccc2[nH]1 (centres undefined)	i	-15	-5	0	6	8	9	3	-3	8
Cc1ccc(SCC(=O)NCc2ccncc2)cc1	i	-29	0	-4	-2	-3	12	-10	-1	13
CCN1C(=O)c2ccccc2S(=O)(=O)c2ccc(C(=O)NCCOC)cc21	i	-34	1	-3	-3	-4	-3	-8	0	3
Cc1cccc(NC(=O)CSc2c3c(nc4ccccc24)CCC3)n1	i	-2	0	-2	4	16	9	-49	-1	6
CC(C)c1nc2cc(C(=O)N(C)Cc3ccc(F)cc3)ccc2o1	i	-19	-3	1	-1	2	0	-18	-2	29
CCCS(=O)(=O)N1CCc2ccc(NC(=O)c3ccccc3Cl)cc2C1	i	-6	2	1	7	-11	-17	12	.	10
O=C(CN(Cc1ccc(F)cc1)C(=O)CCC(=O)Nc1nccs1)NCc1ccc(F)cc1	i	1	-1	-4	-3	-3	0	14	30	12
O=C(NCC(c1cccs1)N1CCOCC1)c1ccc(Cl)c(S(=O)(=O)N2CCOCC2)c1 (centres undefined)	i	15	-1	-3	4	-2	-6	9	-1	7
O=C(CSc1nnc(COc2cccc3cccnc23)o1)N1CCN(C(=O)c2ccco2)CC1	i	-22	-4	-2	1	-10	-2	-1	-1	0
C=CCOC(=O)C1=C[C@H](c2coc3ccccc3c2=O)C[C@H](OCCCCO)O1	i	.	.	-5	.	5	16	-10	-2	-3
CCCc1cc(=O)oc2cc(OCC(=O)Nc3ccc(S(N)(=O)=O)cc3)ccc12	i	-5	-1	3	-10	0	2	-4	3	38
COCCNC(=O)c1cn(C)c(=O)c2cc(OC)c(OC)cc12	i	-3	-1	1	0	-5	-6	18	-3	13
COc1ccc(OC)c(NC(=O)CN2CCN(C(=O)c3ccco3)CC2)c1	i	-4	1	-4	-1	-3	-11	13	-3	-9
COc1ccc(CCNC(=O)C2CCCN(Cc3nc(-c4cccc(Cl)c4)oc3C)C2)cc1OC (centres undefined)	i	-37	-2	2	-1	5	11	37	0	6
CCN1CCN(c2c(S(=O)(=O)c3ccc(C)c(C)c3)cnc3ccc(F)cc23)CC1	i	6	-2	-2	8	-6	-1	-9	-2	20
COc1ccc(CCNC(=O)c2cc(-c3ccncc3)nc3ccc(S(=O)(=O)N4CCOCC4)cc23)cc1OC	i	-20	-2	0	-4	14	29	-8	1	4
N=c1c2c(n(Cc3ccc(F)cc3)c3c1CCC3)CCCC2	i	13	-5	0	-1	-2	1	11	2	15
O=C(OCn1nnc2ccccc2c1=O)C12CC3CC(CC(O)(C3)C1)C2	i	-10	-3	4	-8	-9	4	6	3	12
NS(=O)(=O)c1ccc(NC(=O)COC(=O)c2cc3ccccc3oc2=O)cc1	i	-3	-1	-3	0	2	-9	-5	1	0
